Screening results deposited in PubChem BioAssay by several laboratories.
PKA-R1A activ: activators of PKA-R1A complex; activation, % at 11.4 µM; AID 504707; 340,000 tested, 0.083% active; P00514+P68181; PKA-R1A dissociation, Cy5-IP20 fluorescence polarization; scaled: DMSO 0%, 113 µM cGMP 100%;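 active = percent activation above the mean of all tested compounds plus 3 SD, cut at about 19% in these data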;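 note: higher means more PKAc released from R1A so a rise in polarization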
DAGLB inh: diacylglycerol lipase beta (human) inhibition. Q8NCG7. HEK293T DAGLB membrane lysate, EnzChek fluorogenic substrate. inhibition, % at 5.17 µM. 340,000 tested, 0.059% active; in the data active = inhibition above about 34%;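 note: 0% = enzyme with vehicle and 100% = wells lacking enzyme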
DSG3 Ab inh: inhibitors of pemphigus antibody binding to human desmoglein-3 | P32926 | DSG3-coupled beads, scFv-anti-DSG3-GFP binding, flow cytometry; active compounds read low | binding (percent of control), % at 10 µM | 310,000 tested, 0.48% active | AID 588358;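 active = binding more than 3 SD below its plate's average and above zero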;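 note: hits lower antibody fragment binding to DSG3; some compounds called inactive have numbers as strong as hits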
HTR5A ag: activates human HTR5A in OPRM1-OPRD1 agonist counter-screen. HTR5A agonist assay, luminescence, cell-based. activation, % at 9.3 µM. 340,000 tested, 0.61% active. P47898; in the data active = activation mostly above about 9.5%, no sharp cut-off; inactive = mostly below about 7.6%;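 note: 0% = cells with vehicle only and 100% = reference agonist; strong numbers were not always called active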
V-ATPase pH: yeast V-ATPase proton transport regulation by pHLuorin. S. cerevisiae, pHLuorin cytosolic pH fluorescence. 350,000 tested, 0.37% active. AID 504577. response, % at 10 µM; in the data active = response mostly above about 7.3%, no sharp cut-off; inactive = mostly below about 5.4%; note: actives read high; inactives centre near 0; some compounds called inactive have numbers as strong as hits; reference of the scale not given here
Arr AP2 block: blocks beta-arrestin peptide binding to AP2 adaptin | FITC-arrestin peptide / GST-AP2 beads, flow cytometry; AP2 beta2 appendage carries R879A mutation | inhibition, % at 10 µM | 340,000 tested, 0.31% active;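 active = inhibition above a set limit, near 3 SD of compounds lacking own fluorescence, cut at about 54% in these data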;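 note: plate controls were DMSO wells for no effect and 5 µM unlabelled arrestin peptide for full effect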
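Material – AP2 appendage R879A on GSH beads · Buffer or medium – PBS with 0.05% Tween 20 and 0.1% BSA · Probe or stimulus – fluorescein-tagged arrestin peptide at 50 nM final · Incubation – compound with beads 12 min RT, then probe 1 h RT · Detection – high-throughput flow cytometry of beads, ex 488, em 535 nm · Evaluation – percent response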
HTR5A inv ctr: counter-screen for OPRM1-OPRD1 inverse agonists: human HTR5A inverse agonism. P47898. AID 504634. 340,000 tested, 0.083% active. inhibition, % at 9.3 µM. HTR5A cell line, luminescence; in the data active = inhibition mostly above about 23%, no sharp cut-off; inactive = mostly below about 18%;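 note: 0% = cells with DMSO and 100% = no-cell wells with DMSO; some compounds called inactive have numbers as strong as hits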
OPRM1-OPRD1 ag: agonists of human mu-delta opioid receptor heterodimerization | P35372+P41143 | cells, OPRM1-OPRD1 heterodimerization, luminescence | activation, % at 9.3 µM | 340,000 tested, 0.3% active | AID 504326; in the data active = activation above about 18%;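 note: 0% = vehicle-treated cells and 100% = reference agonist; values of inactives mirror those of a sister screen read the other way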
Target sequence (P35372 whole entry, looked up): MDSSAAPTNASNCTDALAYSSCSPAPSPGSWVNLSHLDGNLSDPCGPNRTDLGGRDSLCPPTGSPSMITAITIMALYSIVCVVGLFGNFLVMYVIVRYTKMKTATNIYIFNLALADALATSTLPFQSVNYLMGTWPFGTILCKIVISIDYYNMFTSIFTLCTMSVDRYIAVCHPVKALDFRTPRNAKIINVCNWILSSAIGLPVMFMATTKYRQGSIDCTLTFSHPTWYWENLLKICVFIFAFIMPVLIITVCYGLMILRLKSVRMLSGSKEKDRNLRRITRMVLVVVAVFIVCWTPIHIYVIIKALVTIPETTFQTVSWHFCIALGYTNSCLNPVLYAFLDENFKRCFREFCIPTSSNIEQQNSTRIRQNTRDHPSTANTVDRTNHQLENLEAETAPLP
Target sequence (P41143 whole entry, looked up): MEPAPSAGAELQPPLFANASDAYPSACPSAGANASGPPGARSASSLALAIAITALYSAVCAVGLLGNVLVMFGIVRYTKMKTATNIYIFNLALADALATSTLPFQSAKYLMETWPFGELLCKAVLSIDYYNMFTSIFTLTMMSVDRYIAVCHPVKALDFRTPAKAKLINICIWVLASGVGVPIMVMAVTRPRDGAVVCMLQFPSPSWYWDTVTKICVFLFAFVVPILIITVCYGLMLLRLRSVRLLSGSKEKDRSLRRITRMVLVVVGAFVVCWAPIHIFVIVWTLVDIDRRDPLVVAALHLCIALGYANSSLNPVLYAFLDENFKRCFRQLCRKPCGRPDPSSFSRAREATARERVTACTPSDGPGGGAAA
MOR-DOR inv ag: inverse agonists of human mu-delta opioid receptor heterodimerization | cell-based MOR-DOR heterodimer luminescence, inverse agonism | 340,000 tested, 0.21% active | P35372+P41143 | inhibition, % at 9.3 µM; in the data active = inhibition above about 22%, passing the limit was not always enough;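 note: 0% = cells with DMSO and 100% = wells without cells with DMSO; values of inactives mirror those of a sister screen read the other way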
PKA-R2B act: activators of human PKA-R2B complex; activation, % at 11.4 µM; PKA-R2B holoenzyme dissociation, Cy5-IP20 fluorescence polarization; R2B truncated from residue 108, S112A mutant; 0% DMSO only, 100% 113 µM cGMP; 340,000 tested, 0.079% active;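 active = activation above a cutoff set at the mean over all compounds plus 3 SD, cut at about 18% in these data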;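 note: higher means more holoenzyme dissociation and a rise in polarization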
An asterisk follows results filed as active; / = not tested or not shown.

SMILES,PKA-R1A activ,DAGLB inh,DSG3 Ab inh,HTR5A ag,V-ATPase pH,Arr AP2 block,HTR5A inv ctr,OPRM1-OPRD1 ag,MOR-DOR inv ag,PKA-R2B act
O=S(=O)(c1cccc2cccnc12)N1CCN(c2ccccn2)CC1,4.4,-1.0,97.7,-1.2,-2.9,27.1,3.2,-3.6,18.3,2.5
O=C(NCCc1c[nH]c2ccccc12)C(=O)Nc1cc2c3c(c1)CC(=O)N3CCC2,5.0,1.8,99.7,16.1*,6.4,-0.1,-39.4,-0.2,1.1,-7.2
O=C1CCCCC1Sc1nnc(Nc2ccccc2)s1 (configuration not stated),-11.7,1.9,98.2,1.6,-2.0,1.0,-4.0,-1.4,7.3,-3.5
O=C(NCCC1=CCCCC1)c1cc2ccccc2oc1=O,-4.8,-4.5,/,2.6,10.4*,30.6,8.6,-0.8,4.1,-3.8
C/C(=N\NC(=O)C(N)=O)c1ccc2c(c1)OCCO2,6.2,0.6,104.2,4.7,-1.9,-1.5,-13.1,-0.1,0.8,-10.9
CCSc1nnc(NC(=O)CSc2nnc(CNC(=O)c3ccccc3F)o2)s1,-0.2,1.9,53.9*,3.0,5.0,10.7,12.6,1.6,-7.4,-4.5
COc1ccc(NS(=O)(=O)c2ccc(C)c(C(=O)N3CCC3)c2)cc1,-14.3,0.0,97.6,3.2,0.7,-15.6,-7.7,-3.1,16.1,-11.1
Cc1cc(NC(=O)c2cccc(COc3ccc(Br)cc3)c2)no1,-1.2,-9.5,92.9,-0.5,-1.5,-18.3,1.2,6.9,-38.3,-14.3

SMILES,PKA-R1A activ,DAGLB inh,DSG3 Ab inh,HTR5A ag,V-ATPase pH,Arr AP2 block,HTR5A inv ctr,OPRM1-OPRD1 ag,MOR-DOR inv ag,PKA-R2B act
Cc1cc(NC(=O)c2cccc(Br)c2)no1,-6.5,-4.1,100.2,0.5,-3.6,42.5,-4.8,-1.6,8.1,-8.1
CCOC(=O)c1cnc2c(C(=O)OC)cccc2c1NCc1cccnc1,6.7,0.6,109.0,-6.5,3.4,4.1,2.3,0.1,-0.5,-6.4
COc1cc2c(cc1OC)C(C)N(C(=O)c1c(C)noc1C)CC2 (configuration not stated),10.5,-0.8,/,3.9,-1.9,-2.8,-33.0,-1.1,5.3,-2.3
COc1cccc(N2CCN(C(=O)C3CCN(S(=O)(=O)c4ccc5c(c4)oc(=O)n5C)CC3)CC2)c1,5.5,1.3,101.4,1.4,4.6,0.4,4.1,-0.7,3.3,-2.8
CCS(=O)(=O)NCc1csc(C)n1,1.8,0.6,106.5,-1.5,3.8,-4.3,1.3,-1.8,10.3,-4.0
Nc1c(Cl)c(Cl)nc(C(=O)OCC(=O)NC2CCCCC2)c1Cl,-6.0,0.5,104.7,-4.7,-1.3,10.7,4.5,-1.9,9.9,-7.0
CN(C)S(=O)(=O)c1cccc(C(=O)Nc2n[nH]c(C(F)(F)F)n2)c1,-4.7,1.8,106.8,-4.9,-0.1,-15.3,11.9,-1.8,9.8,4.2
COC(=O)C1=CO[C@@H](O[C@@H]2O[C@H](CO)[C@@H](O)[C@H](O)[C@H]2O)C2C1C=C[C@@]2(O)CO (some centres not stated),-1.0,-3.3,99.0,6.3,-9.1,-1.3,-9.7,-1.0,5.6,3.1

By substructure: the compounds so far with an aryl methoxy group
SMILES,PKA-R1A activ,DAGLB inh,DSG3 Ab inh,HTR5A ag,V-ATPase pH,Arr AP2 block,HTR5A inv ctr,OPRM1-OPRD1 ag,MOR-DOR inv ag,PKA-R2B act
COc1ccc(NS(=O)(=O)c2ccc(C)c(C(=O)N3CCC3)c2)cc1,-14.3,0.0,97.6,3.2,0.7,-15.6,-7.7,-3.1,16.1,-11.1
COc1cc2c(cc1OC)C(C)N(C(=O)c1c(C)noc1C)CC2 (configuration not stated),10.5,-0.8,/,3.9,-1.9,-2.8,-33.0,-1.1,5.3,-2.3
COc1cccc(N2CCN(C(=O)C3CCN(S(=O)(=O)c4ccc5c(c4)oc(=O)n5C)CC3)CC2)c1,5.5,1.3,101.4,1.4,4.6,0.4,4.1,-0.7,3.3,-2.8

Back to the main list with the 2 entries that preceded the break.
SMILES,PKA-R1A activ,DAGLB inh,DSG3 Ab inh,HTR5A ag,V-ATPase pH,Arr AP2 block,HTR5A inv ctr,OPRM1-OPRD1 ag,MOR-DOR inv ag,PKA-R2B act
CN(C)S(=O)(=O)c1cccc(C(=O)Nc2n[nH]c(C(F)(F)F)n2)c1,-4.7,1.8,106.8,-4.9,-0.1,-15.3,11.9,-1.8,9.8,4.2
COC(=O)C1=CO[C@@H](O[C@@H]2O[C@H](CO)[C@@H](O)[C@H](O)[C@H]2O)C2C1C=C[C@@]2(O)CO (some centres not stated),-1.0,-3.3,99.0,6.3,-9.1,-1.3,-9.7,-1.0,5.6,3.1
Cc1cc(C(=O)COc2ccc3ccc(=O)oc3c2)c(C)n1C,10.2,-3.8,100.1,-10.9,-1.7,33.1,0.4,-1.6,7.8,-2.5
COc1ccccc1N1CCN(C(=O)C(CC(C)C)NC(=O)C2CCCCC2)CC1 (configuration not stated),-7.3,-4.3,/,-2.0,-1.0,-2.9,5.8,-2.0,13.1,-0.7
Cc1n[nH]c(=O)nc1N/N=C/c1ccc(O)c([N+](=O)[O-])c1,-3.1,3.4,104.0,-2.2,-4.0,12.2,1.2,-5.3,23.6,-9.6
Cc1ccc(CNC(=O)c2nccnc2C(=O)O)cc1,-6.2,-0.3,100.3,5.8,-1.0,7.5,-21.4,-3.5,18.0,-8.6
O=C(CSc1ccc(-c2ccco2)nn1)NCc1ccc2c(c1)OCO2,-16.9,-3.1,111.6,1.2,-2.2,39.2,-3.0,-2.2,10.5,-4.8
CCN(CC(=O)Nc1ccc(OC)cc1)C(=O)c1ccc2c(c1)NC(=O)C(C)S2 (configuration not stated),-1.0,1.4,103.2,-2.4,3.0,-2.7,6.0,-0.8,4.0,-0.8

An unsorted share of the library. Share with any hit: about 2.4%.
